RGS4 inhibitor: Inhibitors of Regulator of G Protein Signaling (RGS) 4: qHTS; Transcreener GDP fluorescence polarization, RGS4-accelerated GTP hydrolysis; Potency, µM (titrated, usually from 114 µM), without a hit: top-dose activity change, negative = inhibition, most hits filed as inhibitors; hit rate 0.039% among 390,000; AID 504845, 2011; further: on the % scale 0 is the no-effect control and ±100 the full control effect; nearly all actives have a fitted effect of over 75% in size; some results filed as inactive show a strong effect at the top dose
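MLSMR compounds (23 nl, pin-transferred) preincubated 10 min at room temperature with a 500nM (2x) first reagent, then RGS4 at 900nM (2x) plus Transcreener GDP mix added; fluorescence polarization (620/688 nm) read before and after 90 min at 30 °C.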
TrxR1 substrate: qHTS Assay for Substrates of Mammalian Selenoprotein Thioredoxin Reductase 1 (TrxR1): qHTS; Thioredoxin reductase 1, cytoplasmic (Rattus norvegicus), O89049; purified TrxR1 substrate turnover, NADPH consumption readout; Potency, µM (doses to about 114 µM), for inactives: top-dose activity change, negative = substrate turnover; hit rate 0.01% among 390,000; AID 588456, 2011; further: on the % scale 0 is the no-effect control and ±100 the full control effect; nearly all actives have a fitted effect of over 50% in size
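Rat TrxR1, dispensed at 90 nM, was prereduced with 400 uM NADPH (final) for 5 min at ~22 deg C, then incubated with compound 15 min before 400 uM selenite. A first-read NADPH fluorescence drop versus no-compound background flagged substrates.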
Vif-A3G inh: qHTS for Inhibitors of Vif-A3G Interactions: qHTS | DNA dC->dU-editing enzyme APOBEC-3G (Homo sapiens), Q9HC16 | HeLa A3G-eYFP + Vif (tagged APOBEC3G with the HIV-1 protein that degrades it), YFP fluorescence, overnight | Potency, µM (doses to about 46.1 µM), for the others: at the top dose activity, negative = active, hits mostly inhibitors | hit rate 0.076% among 410,000 | AID 602310, 2012;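 further: on the % scale 0 is the no-effect control and ±100 the full control effect; nearly all actives have a fitted effect of over 60% in size; hits raise eYFP signal because A3G escapes Vif-driven loss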
Target sequence (Q9HC16 whole entry, looked up): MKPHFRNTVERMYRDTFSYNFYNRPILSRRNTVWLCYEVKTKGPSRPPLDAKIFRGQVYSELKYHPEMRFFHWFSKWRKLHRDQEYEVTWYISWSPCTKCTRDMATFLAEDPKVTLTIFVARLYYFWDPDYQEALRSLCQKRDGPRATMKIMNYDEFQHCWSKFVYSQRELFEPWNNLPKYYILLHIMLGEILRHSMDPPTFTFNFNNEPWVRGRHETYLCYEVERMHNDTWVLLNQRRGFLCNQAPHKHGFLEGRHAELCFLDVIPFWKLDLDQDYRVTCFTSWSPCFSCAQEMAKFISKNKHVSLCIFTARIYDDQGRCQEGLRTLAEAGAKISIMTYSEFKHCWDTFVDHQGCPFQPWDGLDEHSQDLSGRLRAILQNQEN
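Read-out is eYFP fluorescence (Ex 488/Em 500-530) from Vif-expressing HeLa A3G-eYFP cells; more signal means A3G escaped Vif-mediated degradation. Cells plated overnight, compound pinned in, incubated overnight at 37 deg C.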
IDH1 R132H inh: qHTS for Inhibitors of mutant isocitrate dehydrogenase 1 (IDH1): qHTS; IDH1-R132H enzyme, NADPH consumption, diaphorase/resazurin fluorescence; Potency, µM (highest dose often 76.6 µM), for the others: at the top dose activity change, negative = inhibition, most hits filed as inhibitors; hit rate 0.093% among 390,000; AID 602179, 2012; further: on the % scale 0 is the no-effect control and ±100 the full control effect; nearly all actives have a fitted effect of over 65% in size
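IDH1-R132H (0.5 ug/mL dispensed) in pH 7.5 Tris buffer was preincubated 30 min with compound, then given a substrate mix of 0.016 mM NADPH and 2 mM alpha-KG for 80 min at room temperature; remaining NADPH was read by diaphorase/resazurin fluorescence.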
USP1-UAF1 inh: Inhibitors of USP1/UAF1: Primary Screen. hit rate 0.23% among 390,000. AID 743255, 2014. Potency, µM (highest dose often 57.1 µM), for inactives: at the top dose activity change, negative = inhibition, most hits filed as inhibitors. Ubiquitin carboxyl-terminal hydrolase 1 (Homo sapiens), O94782. recombinant USP1/UAF1, Ub-Rhodamine cleavage fluorescence; further: on the % scale 0 is the no-effect control and ±100 the full control effect; nearly all actives have a fitted effect of over 60% in size; inactives centre near -12
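USP1/UAF1 complex (1 nM) preincubated 15 min at room temperature with compound, then Ub-Rho substrate (150 nM final) added. Kinetic fluorescence at 480/540 nm over 6 reads at 60 s intervals; 50 mM HEPES pH 7.8, 0.5 mM EDTA, 0.1 mg/ml BSA, 1 mM TCEP, 0.01% Tween-20.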
TrxR1 inh: qHTS Assay for Inhibitors of Mammalian Selenoprotein Thioredoxin Reductase 1 (TrxR1): qHTS | Thioredoxin reductase 1, cytoplasmic (Rattus norvegicus), O89049 | recombinant rTrxR1, NADPH fluorescence consumption, selenite substrate | Potency, µM (doses to about 114 µM), without a hit: at the highest dose activity change, negative = inhibition, most hits filed as inhibitors | hit rate 1% among 390,000; further: on the % scale 0 is the no-effect control and ±100 the full control effect; nearly all actives have a fitted effect of over 65% in size
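Rat TrxR1 (90 nM in the dispensed reagent) was pre-reduced with 400 uM NADPH for 5 min at room temperature, then incubated with compound for 15 min. After 400 uM selenite was added, NADPH fluorescence (Ex 340/Em 450 nm) was followed for 8 min.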
RXFP1 ag: qHTS Assay for Agonists of the Relaxin Receptor RXFP1 | HEK293T-RXFP1 cAMP TR-FRET, 30 min; response scale: percent of porcine relaxin response, buffer zero | Potency, µM (doses to about 57.5 µM), for the others: top-dose activation, usual class: activators | hit rate 0.3% among 370,000 | AID 2676, 2010; further: on the % scale 0 is the no-effect control and ±100 the full control effect; nearly all actives have a fitted effect of over 60% in size; many of its hits are not listed in these tables
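HEK293 cells stably expressing RXFP1, treated 30 min at 37C with compounds plus PDE4 inhibitor Ro 20174; cAMP measured by HTRF TR-FRET. Normalized to buffer and 29 nM porcine relaxin; EC50 by Hill fit.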
ALOX12 inh: Primary qHTS assay for inhibitors of human arachidonate 12S-lipoxygenase (ALOX12): Round 2; AID 1671190, 2021; Polyunsaturated fatty acid lipoxygenase ALOX12 (Homo sapiens), P18054; Potency, µM (highest dose often 108 µM), without a hit: at the highest dose activity change, negative = inhibition, actives largely listed as inhibitors; purified 12hLO, xylenol orange hydroperoxide absorbance; hit rate 1.1% among 580,000; further: on the % scale 0 is the no-effect control and ±100 the full control effect
Target sequence (P18054 whole entry, looked up): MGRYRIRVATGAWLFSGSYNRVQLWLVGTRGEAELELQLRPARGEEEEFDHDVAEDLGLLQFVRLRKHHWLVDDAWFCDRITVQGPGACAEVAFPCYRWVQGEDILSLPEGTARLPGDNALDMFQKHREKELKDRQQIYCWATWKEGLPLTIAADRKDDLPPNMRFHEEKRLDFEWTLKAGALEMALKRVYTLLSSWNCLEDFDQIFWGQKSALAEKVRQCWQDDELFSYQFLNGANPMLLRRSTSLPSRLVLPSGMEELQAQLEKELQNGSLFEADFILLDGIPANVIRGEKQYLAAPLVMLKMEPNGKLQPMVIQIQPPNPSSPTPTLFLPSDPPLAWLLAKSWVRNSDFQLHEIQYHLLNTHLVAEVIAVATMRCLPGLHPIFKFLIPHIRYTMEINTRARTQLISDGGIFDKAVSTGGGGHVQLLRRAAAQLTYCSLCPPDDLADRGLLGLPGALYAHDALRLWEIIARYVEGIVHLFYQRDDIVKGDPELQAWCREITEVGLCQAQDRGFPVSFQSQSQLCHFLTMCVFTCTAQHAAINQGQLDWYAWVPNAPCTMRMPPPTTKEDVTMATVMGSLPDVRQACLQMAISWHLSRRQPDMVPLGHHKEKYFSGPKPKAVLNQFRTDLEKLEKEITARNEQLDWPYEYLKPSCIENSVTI
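Hydroperoxide product was detected by ferrous iron/xylenol orange as the 573 to 405 nm absorbance ratio. Arachidonic acid at 40 uM (final) was turned over for 30 min at room temperature by 150 nM human 12hLO, pH 7.0 Hepes buffer, after 15 min compound preincubation.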
Vif-A3F inh: qHTS for Inhibitors of Vif-A3F Interactions: qHTS; HeLa A3F-eYFP + Vif (tagged APOBEC3F with the HIV-1 protein that degrades it), YFP fluorescence increase; Potency, µM (doses to about 46.1 µM), inactives show at the top dose activity, negative = active; hit rate 0.2% among 390,000; further: % of control where 0% means no effect; nearly all actives have a fitted effect of over 65% in size
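HeLa cells stably expressing Vif plus C-terminally eYFP-tagged A3F were seeded, incubated overnight at 37 deg C, dosed with compound, incubated overnight again at 37 deg C. Yellow fluorescence (Ex 488/Em 500-530) reported blocked Vif-mediated A3F-eYFP degradation.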
* = called active by the depositor; ? = inconclusive; . = no result given; & = joins results of further samples; [ ] = another dose, or the depositor's remark. The call rests on the fitted dose curve; in most records, active means well fitted curve in the direction sought with a large enough effect; inconclusive means small, poorly fitted or top-dose-only effect, or another doubt; inactive means no such curve, though single readings can be large; an effect the other way counts as inactive or inconclusive. Potency means the concentration at half of the fitted maximal effect.

Value order – USP1-UAF1 inh	RXFP1 ag	ALOX12 inh	Vif-A3G inh	Vif-A3F inh	TrxR1 inh	RGS4 inhibitor	TrxR1 substrate	IDH1 R132H inh
> Cc1cccc(NC(=S)N/N=C2/CCCCc3ccccc32)c1
→ -12%	-0.2%	32µM*	-2%	-18%	-15%	-24%	-9%	3%
> CCCCN(CC)C(=O)C1CCC(CNS(=O)(=O)c2cccc3nsnc23)CC1 (stereo not given)
→ -10%&-19%	-2.0%&-0.3%	-4%&-14%	0%&4%	1%&-2%	4%&18%	0%&10%	-3%&-4%	-12%&3%
> CS(=O)(=O)c1ncc(Cl)c(C(=O)Nc2ccc(N3CCOCC3)cc2)n1
→ -2%	0.2%	.	?	0%	10µM*	?	4%	3%
> Cn1cnc2c(SCc3ccccc3)ncnc21
→ ?	.	1%	0%	?	-7%[2.29 µM]	-9%	9%[57.1 µM]	-3%
> Cc1cc(C(F)(F)F)c2c(N)c(C(=O)NC3CC3)sc2n1
→ -20%	-1.1%	-7%	-6%	1%	2%	3%	-6%	-2%
> COc1cc(NC(=O)NCCN2CCN(c3ccccc3)CC2)cc(OC)c1OC
→ -19%&-15%	-0.3%&0.2%	3%&-4%	1%	-5%	8%[57.1 µM]	-18%&-25%	-10%[57.1 µM]	4%
> CCCc1nc2ccccc2n2c(-c3ccc(C)cc3)c3c(=O)n(C)c(=O)n(C)c3c12
→ -22%	1.9%	?	0%	2%	7%	8%	9%	?
> Cc1c(C(=O)NC(Cc2ccccc2)c2nc3ccccc3[nH]2)cccc1[N+](=O)[O-] (stereo not given)
→ -18%	1.0%	-9%	-13%	-7%	8%	17%	-2%	-13%
> CC(C)[C@@H](COc1ccccc1)N1CCN(Cc2ccccc2)CCC1=O
→ -33%	-0.9%	1%	-5%&-2%	4%	-10%&-2%	-46%	1%&3%	15%
> O=C(NCCc1ccccc1)c1ccc2c(c1)OCO2
→ -16%	0.9%	5%	2%	-3%	13%	7%	6%	1%
> C=CCNC(=O)c1ccc(-c2nc(-c3ccccc3)cs2)cc1
→ -22%	0.7%	-3%	-1%	-4%	12%	3%	6%	-1%
> Cc1oc(-c2ccccc2)nc1CNC(=O)NC1CCCCC1
→ -28%	-0.5%	-11%	-1%	-4%	4%[57.1 µM]	8%	-2%[57.1 µM]	18%
> Cc1oc2ncn(C)c(=O)c2c1C(=O)N(C)c1ccccc1F
→ ?	2.8%	-13%	0%	1%	6%	-31%	2%	-3%
> CCCCN(CCCC)Cc1ccc(N)cc1
→ -12%	2.7%	4%	2%	4%	10%	-21%	1%	0%
> COC(=O)c1ccc(NC(=O)CN(Cc2ccccc2)S(=O)(=O)c2ccc(Cl)cc2)cc1
→ -20%	-0.4%	-22%	2%	1%	2%	12%	-5%	-5%
> Cc1cccc(C)c1NC(=O)Cc1cccs1
→ -20%	-0.5%	-19%	2%	6%	-14%	-27%	6%[57.1 µM]	3%
> CCOc1ccc(-c2n[nH]c(C)c2-c2ccccc2OC)c(O)c1
→ -7%	1.7%	39%[activator]	-23%	-16%	-1%	-37%	-2%	1%
> CCC(C)[C@H](NS(=O)(=O)c1ccc(C)cc1)C(=O)N1CCC(C(=O)N2CCC(C(=O)OC)CC2)CC1 (stereo not given in full)
→ -5%	-1.4%	27%	-2%	-7%	4%	4%	-4%	18%
> CCOc1ccc(NC(=O)COC(=O)C2CCC(=O)N2)c([N+](=O)[O-])c1 (stereo not given)
→ -5%	1.5%	-6%	-2%	-21%	13%	27%	7%	3%
> COc1ccc(-c2cc(C(=O)N(C)CC(=O)Nc3cccc(F)c3)c3ccccc3n2)cc1OC
→ -19%	.	-15%	-19%	-9%	.	.	.	-3%
> NC(=O)COc1ccc(/C=C2\C(=O)ON=C2c2ccccc2)cc1
→ -6%	-0.5%	7.1µM*	-16%	?	28µM*	?	-8%	5%
> O=C(CSc1nc(-c2ccccc2)c(-c2ccccc2)[nH]1)Nc1nccs1
→ -15%	2.5%	3%	-9%	-7%	-23%[57.1 µM]	15%	-2%[57.1 µM]	-8%
> Cc1ccc(CNC(=O)CCn2cc(-c3ccc(C)cc3)nc2CCN)cc1
→ ?	1.6%	6%	0%	-4%	15%[57.1 µM]	-3%	10%[57.1 µM]	-5%
> O=C(c1ccc(F)cc1)N1CCC(C(=O)N2CCN(S(=O)(=O)c3cccc([N+](=O)[O-])c3)CC2)CC1
→ -6%	0.8%	11%	0%	-16%	-19%	-9%	-18%	-4%
> COc1ccccc1NC(=O)C1CCN(S(=O)(=O)c2ccc3c(c2)NC(=O)CO3)CC1
→ -19%	1.9%	-16%	2%	-17%	8%	11%	-1%	-2%
> Cc1ccccc1NC(=O)CCC(=O)N1CCSc2ccccc21
→ -3%	-0.1%	-11%	7%	-8%	-7%	9%	-10%	16%
> c1ccc2c(-c3cncc4ccccc34)cncc2c1
→ -23%	.	11%	-26%	-2%	8%	11%	15%	0%
> COc1ccc(NC(=O)c2ccc([N+](=O)[O-])cc2[N+](=O)[O-])c(OC)c1
→ -23%	-0.7%	-16%	-3%	-9%	12%	7%	2%	-3%
> Cc1nc([N+](=O)[O-])c(Br)n1CC(=O)c1ccc(Cl)cc1
→ 0%	-0.1%	5%	-26%	-1%	2.5µM*	-8%	11%[57.1 µM]	-2%
> O=S(=O)(NCCOc1cccc2cccnc12)c1ccc(F)cc1
→ -17%	0.7%	-11%	1%	4%	7%	-10%	7%	12%
> COc1cc2c(cc1OC)CN(C(=O)C1(c3ccccc3)CC1)CC2
→ ?	-2.5%	-7%	0%	-5%	-9%	-1%	1%	4%
> CN(C)c1ccnc2sc(C(N)=O)c(N)c12
→ -19%	3.9%	?	2%	-5%	-24%	-12%	-6%	9%
> Cc1ccc(Nc2nc(N)nc(CSc3nncn3C)n2)cc1
→ -13%	-2.1%	389%[activator]	-9%	6%	?	3%	-14%	8%
> COc1ccc(-c2cc3c(=O)n(CC(=O)Nc4cc(C)ccc4C)ccn3n2)cc1
→ -11%	9.5%	?	.	.	8%[57.1 µM]	-11%	1%[57.1 µM]	.
> O=C(c1ccc(Cl)cc1)N1CCN(c2ccnc3cc(Cl)ccc23)CC1
→ -6%	-0.7%	-1%	1%	-24%	23%[57.1 µM]	-18%	5%[57.1 µM]	-4%
> COC(=O)CSC1=C(C#N)C(c2ccc(C)o2)CC(=O)N1 (stereo not given)
→ -6%	0.5%	7%	?	1%	10%	-13%	0%	1%
> CCc1ccc2nc(N(CCN(C)C)C(=O)c3ccc4ncsc4c3)sc2c1
→ -18%	1.4%	35µM*	-2%	9%	40%	?	5%[57.1 µM]	0%
> O=C(Cc1cccs1)NCc1cccnc1
→ -9%	1.3%	-24%	-4%	3%	-6%[57.1 µM]	12%	6%[57.1 µM]	3%
> Nc1nc(SCC(=O)N2CCN(c3ccc(F)cc3)CC2)n[nH]1
→ -18%	-0.2%	204%[activator]	1%	-9%	13%	1%	3%	1%
> Cc1cc(C)cc(N2C(=O)CC(c3ccccc3)CC2=O)c1
→ 17%	-0.2%	20%	-4%	0%	3%	39%	-2%	-8%

Entries of single compounds as entered above. Screens in order: USP1-UAF1 inh | RXFP1 ag | ALOX12 inh | Vif-A3G inh | Vif-A3F inh | TrxR1 inh | RGS4 inhibitor | TrxR1 substrate | IDH1 R132H inh
`O=C(Cc1cccs1)NCc1cccnc1` as listed: -9% | 1.3% | -24% | -4% | 3% | -6%[57.1 µM] | 12% | 6%[57.1 µM] | 3%
`Cc1ccc(Nc2nc(N)nc(CSc3nncn3C)n2)cc1` as listed: -13% | -2.1% | 389%[activator] | -9% | 6% | ? | 3% | -14% | 8%
`COc1cc2c(cc1OC)CN(C(=O)C1(c3ccccc3)CC1)CC2` as listed: ? | -2.5% | -7% | 0% | -5% | -9% | -1% | 1% | 4%
`O=C(c1ccc(Cl)cc1)N1CCN(c2ccnc3cc(Cl)ccc23)CC1` as listed: -6% | -0.7% | -1% | 1% | -24% | 23%[57.1 µM] | -18% | 5%[57.1 µM] | -4%

Compound activity from PubChem.

Not all compounds are listed (hit frequency here may not be typical).
